# FID counter – compounds displacing fluorescent DNA intercalator, primary screen, artefact control for HCV NS3 helicase inhibitor project, biochemical, FID fluorescence | inhibition, % at 7.9 µM | AID 1845, 2009 | DNA fluorescent intercalator displacement | 290,000 compounds, 0.17% hits; in the data active = inhibition above about 37%;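 note: 0% = vehicle and 100% = reference compound; higher means more ethidium bromide displaced from hairpin DNA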
# UBC9 SUMO inh – inhibitors of in vitro SUMOylation cascade, primary screen, biochemical, HTRF, uHTS. SUMO-conjugating enzyme UBC9 (Homo sapiens), P63279. 290,000 compounds, 0.36% hits. inhibition, % at 35 µM. AID 2006, 2009. HTRF SUMOylation assay, SAE1/SAE2 + UBC9; in the data active = inhibition above about 50%, passing the limit was not always enough; note: strong numbers were not always called active
# Target sequence (P63279 whole entry, looked up): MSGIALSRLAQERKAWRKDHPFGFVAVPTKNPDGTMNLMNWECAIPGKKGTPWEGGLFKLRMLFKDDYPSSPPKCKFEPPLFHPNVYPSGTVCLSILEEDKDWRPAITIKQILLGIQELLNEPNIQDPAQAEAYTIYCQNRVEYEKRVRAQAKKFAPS
# CRFR2-BP ag – agonists of CRF-BP/CRF-R2 complex, primary screen, cell-based, HEK293, calcium dye fluorescence, uHTS | CRF-binding protein / CRF receptor 2 complex (human) | activation, % at 13.2 µM | AID 588473, 2011 | calcium dye fluorescence (FLIPR); percent of saturating CRF peptide response | 350,000 compounds, 0.46% hits;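 active = activation of at least 50%, plus an integration ratio under a set limit after plate pattern correction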;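 note: plate controls were neutral control wells without compound for no effect and CRF at EC100 for full effect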
# MEKK2 mut-MEK5 – MEK5 binding signal on mutant MEKK2 PB1, primary screen, biochemical, multiplex bead flow cytometry, Alexa488-MEK5. Alexa488-MEK5 binding to MEKK2 mutant. percent response, % at 10 µM. 290,000 compounds, 0.35% hits; in the data active = percent response above about 24%, passing the limit was not always enough; note: inactives centre near 1; some results filed as inactive read as strong as hits; reference of the scale not given here
# GalR3 antag – GalR3 antagonists in HEK293 cells, primary screen, cell-based, fluorescence readout | HEK293 GalR3-CNG cAMP membrane potential fluorescence; galR3 body fused to GalR1 C-terminus | 360,000 compounds, 0.44% hits | Galanin receptor type 3 (Homo sapiens), O60755 | inhibition, % at 3 µM;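 active = inhibition above the screen-wide average plus 3 SD, cut at about 13% in these data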;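 note: forskolin and galanin both at EC90 stimulate the cells; cAMP rise reported by CNG channel membrane potential dye signal; 0% = forskolin plus galanin with DMSO and 100% = forskolin alone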
# Target sequence (O60755 1-299 limits assumed): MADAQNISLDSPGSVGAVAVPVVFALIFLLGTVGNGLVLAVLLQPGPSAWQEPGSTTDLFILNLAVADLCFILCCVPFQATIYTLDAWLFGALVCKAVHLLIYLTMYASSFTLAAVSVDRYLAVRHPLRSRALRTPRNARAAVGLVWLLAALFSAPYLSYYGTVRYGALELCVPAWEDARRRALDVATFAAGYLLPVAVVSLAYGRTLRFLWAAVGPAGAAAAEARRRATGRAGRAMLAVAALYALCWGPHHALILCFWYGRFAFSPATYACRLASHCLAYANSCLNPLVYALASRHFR
# CRFBP-R2 block – antagonists of CRF-BP/CRF-R2 complex, primary screen, cell-based, HEK293, calcium dye fluorescence, uHTS; CRF-induced calcium fluorescence; inhibition, % at 11.8 µM; 350,000 compounds, 0.59% hits; AID 588475, 2011;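 active = inhibition of the ligand-induced calcium signal above about 50% at the single tested concentration, limit read from the data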
# MEKK2 WT-MEK5 – modulators of MEK5 binding to wildtype MEKK2, primary screen, biochemical, multiplex bead flow cytometry, Alexa488-MEK5; Alexa488-MEK5 binding to MEKK2 WT; actives lie on both sides; Mitogen-activated protein kinase kinase kinase 2 (Homo sapiens), Q9Y2U5; 290,000 compounds, 1.1% hits; binding response (% of control), % at 10 µM; AID 1531, 2009; in the data active = binding response below about 67% or above about 130%
# MEKK3 PB1 HTS – modulators of MEKK3-MEK5 PB1 binding, primary screen, biochemical, wildtype MEKK3, multiplex bead flow cytometry, Alexa488-MEK5. Mitogen-activated protein kinase kinase kinase 3 (Homo sapiens), Q99759. bead-based flow cytometry, Alexa488-MEK5 binding to MEKK3; actives lie on both sides; 0 = blocked by unlabeled MEK5, 100 = vehicle. binding response (% of control), % at 10 µM. 290,000 compounds, 1.4% hits. AID 1529, 2009;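 active = binding response more than 3 SD above or below the average of its plate-row segment, actives on both sides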;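 note: Alexa488 bead fluorescence after subtracting the streptavidin-only scavenger bead signal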
# Target sequence (Q99759 whole entry, looked up): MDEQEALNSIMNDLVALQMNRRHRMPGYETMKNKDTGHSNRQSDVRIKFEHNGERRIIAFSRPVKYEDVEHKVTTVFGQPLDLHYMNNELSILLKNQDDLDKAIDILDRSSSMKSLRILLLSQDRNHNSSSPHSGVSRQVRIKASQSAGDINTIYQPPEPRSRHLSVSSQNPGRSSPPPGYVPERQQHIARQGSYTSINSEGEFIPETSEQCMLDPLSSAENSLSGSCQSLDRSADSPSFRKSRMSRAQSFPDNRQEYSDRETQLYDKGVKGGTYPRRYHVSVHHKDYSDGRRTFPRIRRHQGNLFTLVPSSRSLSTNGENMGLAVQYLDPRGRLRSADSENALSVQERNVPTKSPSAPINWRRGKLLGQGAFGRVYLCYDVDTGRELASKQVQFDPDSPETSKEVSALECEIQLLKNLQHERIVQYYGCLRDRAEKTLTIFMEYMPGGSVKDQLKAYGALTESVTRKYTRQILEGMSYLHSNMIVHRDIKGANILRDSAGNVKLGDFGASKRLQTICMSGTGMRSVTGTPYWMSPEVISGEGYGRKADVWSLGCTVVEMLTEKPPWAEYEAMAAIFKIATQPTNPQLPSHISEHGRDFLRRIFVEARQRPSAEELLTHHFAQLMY
# HCV NS3 hel inh – inhibitors of HCV NS3 helicase, primary screen, biochemical, Cy5 molecular beacon fluorescence | Hepatitis C virus NS3 helicase | NS3 helicase DNA unwinding | inhibition, % at 10.9 µM | 290,000 compounds, 0.56% hits;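 active = inhibition above the mean of all tested compounds plus 3 SD, set per campaign, cut at about 35% in these data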;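 note: 0% = DMSO wells and 100% = thioflavine S control wells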
#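 Assay system – hepatitis C virus NS3 helicase domain fragment enzyme · Buffer or medium – MOPS pH 6.5, MgCl2, DTT, Tween20, BSA · Reagent – Cy5/quencher beacon DNA duplex and ATP to start · Compound – single 10.9 µM dose · Timing – 1 h at 25 °C · Technique – Cy5 beacon fluorescence read at start and 1 h · Measure – % inhibition of unwinding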
# Active calls of the source: *; / = not tested or not shown.
# Values in the order: FID counter, UBC9 SUMO inh, CRFR2-BP ag, MEKK2 mut-MEK5, GalR3 antag, CRFBP-R2 block, MEKK2 WT-MEK5, MEKK3 PB1 HTS, HCV NS3 hel inh
CC1Cc2ccccc2N1C(=O)c1ccc2c(c1)OCO2 (centres undefined)
 : -16, -6, -3.1, 2, -1, 0, 99, 97, -1
CCOc1ccc(N(C(C)C(=O)NCc2ccco2)S(C)(=O)=O)cc1 (centres undefined)
 : -6, -13, 1.3, -10, -1, 7, 90, 90, -4
CC(C)(C)C(=O)NNC(=O)C1CC1(c1ccccc1)c1ccccc1 (centres undefined)
 : -12, -22, -0.1, 2, -7, -8, 100, 101, 14
COC(=O)c1oc2ccc(Br)cc2c1-n1cccc1
 : 5, 11, 3.1, 7, -5, -10, 99, 100, 3
CC(C)CC(=O)NCCNC(=O)c1cc(OCC(F)(F)F)ccc1OCC(F)(F)F
 : -4, 3, -0.4, 3, 4, 22, 109, 106, -1
Oc1c(C=Nc2ccc(Cl)cn2)sc2ccccc12
 : -1, 13, 10, -1, 8, -20, 102, 101, 8
CC(C)COC(=O)C1C(=O)CC(C)(O)C(C(=O)OCC(C)C)C1c1cccnc1 (centres undefined)
 : -31, 5, -0.2, 1, -3, -13, 100, 98, 14
O=C(c1ccc(Cl)c([N+](=O)[O-])c1)N1CCN(c2ccccn2)CC1
 : -2, 2, 1.7, -2, -2, 6, 97, 97, -5
COc1ccc(CCNC(=S)Nc2ccc(C)cc2C)cc1
 : -16, 16, 3.3, 3, -1, -1, 106, 103, -7
CCOC(=O)c1cc2c(=O)n3ccccc3nc2n(CCCOC)c1=NC(=O)C(C)(C)C
 : -2, 32, -0.3, 4, 2, -2, 106, 102, 8
Cc1cccc(C)c1OCC(O)CN1CCCCC1 (centres undefined)
 : -1, -4, 0.0, -9, -4, -15, 94, 100, 0
O=C(NCCCn1cccn1)C1CCC(=O)N(CCc2ccccc2)C1 (centres undefined)
 : -10, /, 0.9, 1, -7, -6, 98, 102, 2
O=C1CCN=C(Nc2ccc(F)cc2)N1Cc1ccccc1
 : -6, -1, -4.2, 5, -3, 25, 111, 112, 8
COc1ccc(N(CC(=O)NCc2ccco2)C(=O)CNS(=O)(=O)c2ccc(Cl)cc2)cc1
 : -37, -11, 0.9, 0, -11, 3, 100, 98, -11
N#CC1=C(N)Oc2n[nH]c(CSc3ccccc3)c2C12C(=O)Nc1ccccc12 (centres undefined)
 : -23, 28, 0.1, -5, -2, 21, 91, 93, -4
CCOc1cc(/C=N/NC(=O)c2ccccn2)ccc1OC(=O)c1ccc(F)cc1
 : -39, 4, 1.3, 7, -2, -1, 108, 103, -10
COc1ccc(C2CC(c3ccc(C)cc3)=NN2C(=O)CCC(=O)O)cc1OC (centres undefined)
 : -39, 3, /, 3, -6, /, 101, 106, 0
CC1=NC(C(F)(F)F)(C(F)(F)F)C2=C(CC(C)(C)CC2=O)N1Cc1ccco1
 : -8, -3, 0.7, 1, -6, 24, 98, 98, 5
COc1ccc(S(=O)Cc2ccc(C(=O)NC3CC3)o2)cc1 (centres undefined)
 : -2, -10, -0.8, 0, 0, 2, 100, 102, 8
O=C(Oc1ccccc1)N1CCN(c2ccc(F)cc2)CC1
 : -7, -15, 0.8, 3, 1, 4, 101, 102, 3
COc1ccc(/C=N/NC(=O)c2cccnc2)c2ccccc12
 : -23, 14, -2.9, 2, -9, -3, 107, 106, -12
CCc1ccc(-c2nc3ccc(Br)cc3c(C(=O)O)c2C)s1
 : -26, -4, 2.1, -1, -9, 8, 103, 99, 23
CC(C)CC(=O)Nc1ccccc1-c1nnn(CC(=O)N2CCc3ccccc3C2)n1
 : -6, 5, 0.5, -2, -4, 10, 95, 102, -24
CC(C)(C)n1nnnc1C(c1ccccc1F)N1CCN(C2CCCC2)CC1 (centres undefined)
 : 4, 8, 0.7, 2, 3, 18, 100, 99, -5
O=S1(=O)CCOC[C@H](CC2CCCCC2)N1Cc1ccccc1Br
 : -24, -17, 5.7, -5, -3, -10, 91, 97, -41
CC(NC(=O)N1CCOCC1)c1ccccc1 (centres undefined)
 : -3, 19, 0.5, 5, -3, 4, 116, 111, 4
Cc1nc2ccccc2n1CC(=O)NCCN1CCOCC1
 : 0, 15, -1.0, 7, -2, 3, 100, 105, -2
CCOC(=O)[C@@H]1[C@H]2COc3cc(OC)ccc3[C@@H]2N2C(=O)N(c3cccc(C)c3)C(=O)[C@@]12C
 : -36, 2, -0.1, -4, -6, -10, 102, 103, 13
Cc1[nH]n(-c2ccc([N+](=O)[O-])cc2)c(=O)c1C=NCCc1c(C)[nH]c2ccccc12
 : 0, -22, -5.0, 0, 0, 25, 107, 133*, -9
Cc1cc2[nH]c(=O)c(=O)[nH]c2cc1S(=O)(=O)NCc1ccccc1
 : 4, 6, -0.3, 0, 7, 8, 98, 101, -1
Cc1cc(-n2c(C)cc(C(=O)COC(=O)CN=C3NS(=O)(=O)c4ccccc43)c2C)no1
 : -10, 18, 0.7, 1, 1, 11, 98, 93, 2
Fc1ccccc1-c1nnc2c3ccccc3nc(N3CCOCC3)n12
 : -26, 17, -0.8, 2, -2, 9, 98, 100, 5
Cc1nc(N)sc1-c1csc(Nc2ccccn2)n1
 : 6, 10, 2.5, 5, -1, 0, 97, 96, 12
Cc1nnc(NC(=O)CN2CCN(Cc3ccccc3Cl)CC2)s1
 : -10, 7, -0.1, 8, -10, 3, 107, 106, 2
COCC(C)NC(=O)CSc1nc2ccccc2n1CCc1ccccc1 (centres undefined)
 : -32, 1, 0.9, 21, 4, 2, 97, 103, -6
CCCCn1nc2cc(C(=O)N(CC)c3ccc(OC)cc3)ccc2c1OCC
 : -26, 13, -2.5, 0, -1, 1, 99, 96, -11
Cn1c(NC(=O)Cc2cccc3ccccc23)cc(=O)n(C)c1=O
 : 1, 11, -0.5, -3, -2, 3, 96, 88, -1
CCn1c(CNC(=O)c2ccccc2)nc2ccccc21
 : -5, /, -0.7, 3, -8, -5, 96, 101, -5
O=C(CSc1ccccc1C(=O)NCc1ccccc1)NC12CC3CC(CC(C3)C1)C2
 : -19, -2, 7.1, 0, 3, 6, 100, 134*, 7
COC(=O)c1ccccc1NC(=O)c1ccccc1SC
 : -14, 18, 2.5, 9, 0, -9, 109, 107, -8
CCN1CCN(c2ccc(NC(=O)c3cccc(F)c3)cc2Cl)CC1
 : 9, 7, 0.1, -7, -7, -12, 97, 98, -11
Cc1cc(NC(=O)CSc2n[nH]c(CC(C)C)n2)no1
 : 4, -4, -0.6, -6, 0, 17, 87, 89, 0
COc1ccc(-n2c(CNC(=O)c3cccs3)n[nH]c2=S)cc1
 : -3, 4, 1.7, 6, -4, -3, 108, 104, 0
Cc1ccc2nc(C)cc(N/N=C/c3cccnc3)c2c1
 : -15, 2, 0.9, -4, -7, -26, 96, 101, -10
O=C(Nc1c(F)cccc1F)c1ccc(-n2cncn2)nc1
 : 2, -4, -2.2, -16, 0, -4, 83, 86, -3

# Exported with tabs: part of the list above.
smiles	FID counter	UBC9 SUMO inh	CRFR2-BP ag	MEKK2 mut-MEK5	GalR3 antag	CRFBP-R2 block	MEKK2 WT-MEK5	MEKK3 PB1 HTS	HCV NS3 hel inh
Cc1nnc(NC(=O)CN2CCN(Cc3ccccc3Cl)CC2)s1	-10	7	-0.1	8	-10	3	107	106	2
COCC(C)NC(=O)CSc1nc2ccccc2n1CCc1ccccc1 (centres undefined)	-32	1	0.9	21	4	2	97	103	-6
CCCCn1nc2cc(C(=O)N(CC)c3ccc(OC)cc3)ccc2c1OCC	-26	13	-2.5	0	-1	1	99	96	-11
Cn1c(NC(=O)Cc2cccc3ccccc23)cc(=O)n(C)c1=O	1	11	-0.5	-3	-2	3	96	88	-1
CCn1c(CNC(=O)c2ccccc2)nc2ccccc21	-5	/	-0.7	3	-8	-5	96	101	-5
O=C(CSc1ccccc1C(=O)NCc1ccccc1)NC12CC3CC(CC(C3)C1)C2	-19	-2	7.1	0	3	6	100	134*	7
COC(=O)c1ccccc1NC(=O)c1ccccc1SC	-14	18	2.5	9	0	-9	109	107	-8
CCN1CCN(c2ccc(NC(=O)c3cccc(F)c3)cc2Cl)CC1	9	7	0.1	-7	-7	-12	97	98	-11
Cc1cc(NC(=O)CSc2n[nH]c(CC(C)C)n2)no1	4	-4	-0.6	-6	0	17	87	89	0
COc1ccc(-n2c(CNC(=O)c3cccs3)n[nH]c2=S)cc1	-3	4	1.7	6	-4	-3	108	104	0
Cc1ccc2nc(C)cc(N/N=C/c3cccnc3)c2c1	-15	2	0.9	-4	-7	-26	96	101	-10
O=C(Nc1c(F)cccc1F)c1ccc(-n2cncn2)nc1	2	-4	-2.2	-16	0	-4	83	86	-3

# More results follow.
# Values in the order: FID counter, UBC9 SUMO inh, CRFR2-BP ag, MEKK2 mut-MEK5, GalR3 antag, CRFBP-R2 block, MEKK2 WT-MEK5, MEKK3 PB1 HTS, HCV NS3 hel inh
Cc1ccc(NC(=O)CCSCCc2ccccn2)cc1
 : -9, 18, -1.6, -2, -4, -27, 94, 98, -13
COc1ccc(NC(=O)N2CCc3cc(OC)c(OC)cc3C2)cc1
 : -18, 21, 0.0, 10, -7, -4, 107, 105, 1
COc1ccc(Nc2nc(N3CCCC3)nc(N3CCOCC3)n2)cc1
 : /, /, -1.9, -3, 1, 10, 100, 101, /
C(=C\c1nccc2c1[nH]c1ccccc12)/c1ccccc1
 : 10, 6, -0.8, 15, -10, 8, 121, 99, -19
CCC(=O)Nc1ccc(C(=O)CSc2nnc(-c3ccc(O)cc3)n2CC2CCCO2)cc1OC (centres undefined)
 : -21, 8, 0.1, /, -6, 4, /, /, -2
CCCC(C)c1nnc(NC(=O)C2CC(=O)N(c3ccc(OCC)cc3)C2)s1 (centres undefined)
 : -48, 3, 0.1, -4, 1, -20, 100, 99, -9
CCOC(=O)c1sc(Nc2cccc(Cl)c2)nc1C
 : -11, 5, -1.3, 3, -8, -21, 100, 99, -12
COc1ccccc1-c1nc(C#N)c(NCCCn2ccnc2)o1
 : 4, 8, -0.5, -6, 0, 4, 97, 97, -2
O=C1C2C3C=CC(C3)C2C(=O)N1c1cccc2ccccc12 (centres undefined)
 : -2, 8, -0.8, 2, -9, -3, 103, 102, 14
Cc1ccc(-c2nc(CN(CC3CCC3)CC3CCCO3)c(C)o2)s1 (centres undefined)
 : 3, -1, 0.9, -2, -9, -24, 98, 99, 4
COc1cc(/C=N/NC(=O)c2ccc(N(C)S(=O)(=O)c3ccccc3)cc2)cc(OC)c1OC
 : -19, 5, -1.8, -2, -2, -7, 92, 87, 3

# Only part of the results is shown; the hit share may differ from the screen's.
